Compound activity from PubChem.
PGE2 EP2 inh: EP2 receptor (human) inhibition; P43116; C6 glioma cells expressing human EP2, cAMP TR-FRET; cells stimulated with saturating PGE2; inhibition, % at 25 µM; actives 0.52% (n = 260,000); AID 1422;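 active = percent inhibition above 40 after rounding to a whole number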;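 also: rat C6 glioma host cells with rolipram phosphodiesterase inhibitor present; the protocol text gives 20 µM as final concentration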
Target sequence (P43116 whole entry, looked up): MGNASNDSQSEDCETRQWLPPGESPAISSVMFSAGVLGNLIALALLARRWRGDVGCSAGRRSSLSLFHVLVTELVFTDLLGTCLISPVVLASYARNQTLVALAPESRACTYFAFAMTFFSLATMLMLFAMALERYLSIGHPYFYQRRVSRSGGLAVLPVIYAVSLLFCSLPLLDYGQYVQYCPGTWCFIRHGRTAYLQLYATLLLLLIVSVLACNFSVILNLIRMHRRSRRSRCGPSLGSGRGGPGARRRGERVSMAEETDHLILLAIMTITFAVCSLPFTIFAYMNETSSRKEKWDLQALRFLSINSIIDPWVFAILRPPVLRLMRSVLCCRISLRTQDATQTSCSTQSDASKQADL
An asterisk follows results filed as active. Not all compounds are listed; rates above refer to the full screens.

smiles | PGE2 EP2 inh
CCn1nnc(NC(=O)c2ccccc2)n1 | 12
Cc1ccc(CN(CCCN2CCOCC2)Cc2cnn(C)c2)o1 | 5
CCOc1cc(NC(=O)c2ccco2)c(OCC)cc1NC(=O)c1ccc(OC)cc1 | 14
CCOC(=O)c1ccc(S(=O)(=O)N2C(C)CCCC2C)cc1 (stereo unspecified) | 18
CCc1cc2ccccc2nc1SCC(=O)Nc1ccccc1N1CCOCC1 | 12
CCNC(=S)N(Cc1ccco1)Cc1cc2ccc(OC)cc2[nH]c1=O | 6
CCOC(=O)c1cccc(NC(=O)c2c(N)n(C)c(=O)[nH]c2=O)c1 | 18
Cc1nc(NCCCN2CCCC2=O)c2nnn(Cc3ccccc3)c2n1 | 10
COCCCN(C1CCN(C)CC1)S(=O)(=O)c1ccc2c(c1)NC(=O)CO2 | 8
COc1cccc(OC)c1C(=O)N1CCN(c2cccc(C)c2C)CC1 | 20
COc1ccc(NC(=O)CN2C(=O)[C@@H]3CCCN3C(=O)c3ccccc32)cc1OC | 7
Cc1cc(C)c2cc(C#N)c(SCC(=O)N3CCC(C)CC3)nc2c1 | 7
Fc1ccccc1CN(CCCn1ccnc1)Cc1ccnn1C1CCCCO1 (stereo unspecified) | 7
CCC(=O)Nc1ccc(NC(=O)CSc2nnc3c4c5c(sc4ncn23)CCCC5)cc1C | 16
COc1cccc(CN(C(=O)c2cc3ccccc3oc2=O)C2CCCC2)c1OC | 12
CCOc1ccc(-c2cc(C(=O)Nc3n[nH]c(-c4cccs4)c3C)[nH]n2)cc1 | 5
Cc1cccc(C(=O)Nc2nc3ccccc3s2)c1 | 9
O=C(Nc1nnc(SCC(=O)N(C2CCCCC2)C2CCCCC2)s1)C1CCC1 | 4
CC(=O)N(CCc1ccccc1)Cc1cc2ccc(C)c(C)c2[nH]c1=O | 11
Cc1ccc(-n2c3c(cc(C(=O)NCCCN(C)C)c2=O)C(=O)CC(C)(C)C3)cc1 | 8
c1csc(NC2CCCCC2)n1 | 7
COC(=O)C1=C(C(=O)OC)[C@@H]2N(C)c3ccccc3[C@@]23C[C@@H](CO)N(C(=O)c2cccs2)C3=N1 | 27
CCn1c(SCC(=O)N2CCCc3ccccc32)nnc1C(C)C | 8
NC(=O)/N=C(\N)NC(=O)c1ccccc1 | 8
C=CCNC(=O)c1ccccc1NS(=O)(=O)c1cccs1 | 8
CC1CCCCC1NS(=O)(=O)c1ccc(S(=O)(=O)N2CCCCC2)cc1 (stereo unspecified) | 13
COc1ccccc1NC(=O)N(Cc1ccc(C)cc1)Cc1cc2cc3c(cc2[nH]c1=O)OCCO3 | 8
Cc1cc(C)nc(N2CCCC(C(=O)Nc3cccc4ccccc34)C2)n1 (stereo unspecified) | 6
CCOC(=O)C1CCN(C(=O)C2COc3ccccc3O2)CC1 (stereo unspecified) | 10
Cc1ccc(-n2c(SCC(=O)NC(C)(C)C)nc(O)cc2=O)cc1 | 7
COCC(=O)Nc1nnc(C(F)(F)F)s1 | 13
O=C(c1cccs1)N1CCN(c2ncnc3c2cnn3-c2ccccc2)CC1 | 7
COc1cccc(CC(=O)NC(C)c2nc(-c3cccnc3)n[nH]2)c1 (stereo unspecified) | 10
O=C(COc1ccc(S(=O)(=O)N2CCCC2)cc1)NCc1ccccn1 | 11
COc1ccc2ccccc2c1/C=C/C(=O)c1ccccc1 | 16
COc1ccc(CCN2C(=O)C(O)=C(C(C)=O)C2c2ccc(Br)cc2)cc1OC (stereo unspecified) | 14
O=C(COc1ccc(Cl)cc1)n1cnnc1 | 9
COc1ccc(CNC2(c3ccccc3OC)CCCC2)cc1Cn1ccnc1 | 5
CCOC(=O)c1cccc(NC(=O)CSc2nc3c(c(=O)n(C)c(=O)n3C)n2C(C)C)c1 | 10
OC(CN1CCC(O)(c2ccc(F)cc2)CC1)c1ccc2c(c1)OCCCO2 (stereo unspecified) | 2
COc1cc(-c2coc3cc(OCc4ccccc4)c(OC)c(O)c3c2=O)cc(O)c1OC | 7
CC1(C)CC(N(Cc2ccccc2F)CC2CCOC2)CC(C)(C)N1 (stereo unspecified) | 8
Cc1nc2ncnn2c(NCc2cccs2)c1Cc1ccccc1 | 30
CCOC(=O)C1=C(C)N(CCCC(=O)O)C(=O)NC1c1ccccc1OS(=O)(=O)c1ccc([N+](=O)[O-])cc1 (stereo unspecified) | 20
CCC(=O)Nc1nnc(C2CCCO2)s1 (stereo unspecified) | 2
Cc1cccc(NC(=O)C2CC(=O)N(c3ccc(F)cc3)C2)n1 (stereo unspecified) | 9
O=c1[nH]c2cc3c(cc2cc1CN(CCO)C(=S)Nc1ccc(F)cc1)OCCO3 | 9
CCCn1c2c(c(O)c(C(=O)OCC)c1=O)CCCC2 | 3
CC1CC(C)CN(CCC(=O)Nc2ccc(F)cc2)C1 (stereo unspecified) | 11
C=CCNC(=O)C1CC(c2ccc(Cl)c(Cl)c2)=NO1 (stereo unspecified) | 7

Structures listed so far containing an NH in an aromatic ring:
smiles | PGE2 EP2 inh
CCNC(=S)N(Cc1ccco1)Cc1cc2ccc(OC)cc2[nH]c1=O | 6
CCOC(=O)c1cccc(NC(=O)c2c(N)n(C)c(=O)[nH]c2=O)c1 | 18
CCOc1ccc(-c2cc(C(=O)Nc3n[nH]c(-c4cccs4)c3C)[nH]n2)cc1 | 5
CC(=O)N(CCc1ccccc1)Cc1cc2ccc(C)c(C)c2[nH]c1=O | 11
COc1ccccc1NC(=O)N(Cc1ccc(C)cc1)Cc1cc2cc3c(cc2[nH]c1=O)OCCO3 | 8
COc1cccc(CC(=O)NC(C)c2nc(-c3cccnc3)n[nH]2)c1 (stereo unspecified) | 10
O=c1[nH]c2cc3c(cc2cc1CN(CCO)C(=S)Nc1ccc(F)cc1)OCCO3 | 9

Other results.
smiles | PGE2 EP2 inh
CCCOc1ccccc1C1C2=C(CCCC2=O)N(C)C2=C1C(=O)CCC2 | 7
O=C(c1ccc(F)cc1)N1CCCc2cc(C(O)CN3CCOCC3)ccc21 (stereo unspecified) | 9
CCOC(=O)C1CCN(C(c2cc3cc(C)c(C)cc3[nH]c2=O)c2nnnn2C(C)(C)C)CC1 (stereo unspecified) | 15
COc1ccc(NC(=O)CSc2nc3cc(C)c(C)cc3cc2C)c(OC)c1 | 15
O=C(CCCc1ccccc1)Nc1ccc(S(=O)(=O)N2CCCCC2)cc1 | 21
CC(=O)N1CCCC(c2nc(C)ncc2-c2ccncc2)C1 (stereo unspecified) | 5
Cc1ccc(N(C(=O)c2cnccn2)C(C(=O)NC2CCCCC2)c2cccs2)cc1 (stereo unspecified) | 9
O=C1[C@@H]2CCCN2C(=O)c2ccccc2N1Cc1ccccc1F | 0
CCC(NC(=O)c1cc(=O)c2cc(C)c(C)cc2o1)c1c(C)nn(CC)c1C (stereo unspecified) | 7
COCCCn1c(=N)c(C(=O)OC)cc2c(=O)n3cccc(C)c3nc21 | 11
O=C(O)C/C(=C/c1ccco1)C(=O)O | 8
CCn1c(SCC(=O)NC2CCCC2)nnc1-c1ccco1 | 6
Cc1nc2c(c(=O)[nH]1)CCN(C(=O)Cn1cnc3ccccc3c1=O)C2 | 5
O=C(CSc1n[nH]c(-c2ccco2)n1)NCc1ccccc1 | 11
COc1cc(OC)cc(C(=O)N(Cc2cc3ccc(C)cc3n3nnnc23)C2CCCC2)c1 | 5
COc1ccccc1C1(O)CCCN(C(=O)CCN2Cc3ccccc3C2=O)C1 (stereo unspecified) | 6
COc1ccc(C(=O)Nc2cc(-c3nc4ccccc4o3)ccc2C)cc1OC | 5
CCn1c(=O)n(CC)c2cc(CN(Cc3ccc(C)s3)CC(C)O)ccc21 (stereo unspecified) | 2
CS(=O)(=O)N(CC(=O)N1CCCCC1)c1ccc(OCc2ccccc2)cc1 | 10
CS(=O)(=O)N(CC(=O)NCC1CCCO1)c1ccccc1 (stereo unspecified) | 4
CC(=O)Nc1ccc(Nc2cc(C)nc3ccc(C)cc23)cc1 | 5
Cc1ccc(OCc2nnc(SCC(=O)N(C(C)C)C(C)C)n2Cc2ccco2)cc1 | 13
COc1ccc(CNCCNC(=O)c2cccs2)cc1 | 7
CN(C)CCCNc1nc(-c2cccnc2)nc2ccccc12 | 5
COc1ccc(NC(=O)CSC2=NCCS2)c(OC)c1 | 4

Five records drawn at random from the list so far, as already listed:
smiles | PGE2 EP2 inh
Cc1ccc(OCc2nnc(SCC(=O)N(C(C)C)C(C)C)n2Cc2ccco2)cc1 | 13
COc1ccccc1C1(O)CCCN(C(=O)CCN2Cc3ccccc3C2=O)C1 (stereo unspecified) | 6
O=C(CSc1n[nH]c(-c2ccco2)n1)NCc1ccccc1 | 11
CS(=O)(=O)N(CC(=O)N1CCCCC1)c1ccc(OCc2ccccc2)cc1 | 10
CS(=O)(=O)N(CC(=O)NCC1CCCO1)c1ccccc1 (stereo unspecified) | 4

Further compounds
smiles | PGE2 EP2 inh
COC(=O)c1c(NC(=O)c2ccco2)sc(C(=O)Nc2ccccc2F)c1C | 7
CCCC(=O)Nc1cc(C)c(NC(=O)C(C)(C)C)cn1 | 14
Cc1nn(C)cc1S(=O)(=O)N1CCn2cccc2C1C(C)C (stereo unspecified) | 9
CC1(C)c2[nH]c3ccccc3c2C[C@@H]2C(=O)N(Cc3ccccc3)C(=O)N21 | 1
CC1Cc2cc(C(O)CN3CCN(c4nc5ccccc5o4)CC3)ccc2O1 (stereo unspecified) | 1
COc1ccc(-n2c(CNc3ccccc3Cl)nnc2SCC(=O)OC(C)C)cc1 | 11
O=C(NC1CCCC1)C(c1cccs1)N(C(=O)Cc1cccs1)c1ccc(F)cc1 (stereo unspecified) | 12
COc1ccccc1NC(=S)N(CCN(C)C)Cc1cc2cccc(C)c2[nH]c1=O | 5
COc1ccc(C(c2nnnn2Cc2ccco2)N2CCN(c3ccc(F)cc3)CC2)cc1OC (stereo unspecified) | 8
CN(C)S(=O)(=O)c1ccc(S(=O)(=O)N2CCCCC2)cc1 | 5
c1ccc(-c2cnnc(-c3ccccn3)n2)cc1 | 9
Clc1ccc(CSc2nnc(COc3ccc(Br)cc3)o2)cc1 | 10
COc1ccc([C@@H]2C[C@H](OC(=O)c3ccc4c(c3)n(C)c(=O)n4C)C(=O)N2C)cc1 | 7
Cc1ccc(S(=O)(=O)N2CCCC(C(=O)NCc3ccncc3)C2)cc1 (stereo unspecified) | 10
CCCNS(=O)(=O)c1ccc(OCC(=O)N2CCc3ccccc3C2)cc1 | 11
O=C(O)CCCc1ccc2ccccc2c1 | 11
CCCNC(=O)c1c(NC(=O)c2ccccc2Cl)sc2c1CCCC2 | 8
CCOc1ccc2[nH]c(=O)c(CN(C(=S)NCc3ccccc3)C3CCCCC3)cc2c1 | 28
NC(=O)Cn1cc(F)c(=O)[nH]c1=O | 11
COc1ccc(Cn2nc(-c3ccncc3)oc2=O)cc1 | 5
Cc1ccc2c(-c3csc(NC(=O)C4(C)CCCO4)n3)c[nH]c2c1 (stereo unspecified) | 12
C[C@H](Cn1nnc2ccccc21)NC(=O)c1ccncc1 | 8
Cc1ccc(NC(=O)CSc2nnc(-c3ccncc3)n2CC2CCCO2)cc1Cl (stereo unspecified) | 14
CCCC(=O)N(Cc1ccccc1)c1nnc(-c2cc(OC)c(OC)c(OC)c2)s1 | 13
Cc1cc2n(n1)C(c1ccccc1O)Nc1ccccc1-2 (stereo unspecified) | 10
COc1cccc(/C(O)=C2/C(=O)C(=O)N(Cc3ccco3)C2c2ccco2)c1 (stereo unspecified) | 13
CC(C)C(=O)N1CCN(c2ccc(NC(=O)c3cccc(F)c3)cc2Cl)CC1 | 20
CCC(=O)OCC(=O)C1(OC(=O)CC)C(C)CC2C3CCC4=CC(=O)C=CC4(C)C3(Cl)C(O)CC21C (stereo unspecified) | 13
CC(=O)CC(c1ccccc1)c1c(O)c2ccccc2oc1=O (stereo unspecified) | 11
CC1(C)Oc2ccc(C(=O)Nc3ccc(F)c(Cl)c3)cc2N(CC(=O)N2CCCCC2)C1=O | 8
CN(C)CCOc1ccc(/C(=C(/CCCl)c2ccccc2)c2ccccc2)cc1 | 16
C#CCOc1ccc(/C=C2\C(=O)NC(=O)N(c3ccc(O)cc3)C2=O)cc1 | 9
COc1cccc(C(=O)N2CCN(Cc3ccccc3)CC2)c1OC | 14
CC(C)NC(=O)C(=O)Nc1nccs1 | 11
O=C(Nc1ccc(-c2cc3ccccc3oc2=O)cc1)c1cccnc1 | 13
CCOc1ccc2nc(SCC(=O)OC(C)C)c(C#N)cc2c1 | 11
CC(C)(C)C(=O)[C@H]([C@@H](c1ccccc1)N1CCOCC1)N1CCOCC1 | 49*
O=C1N[C@H](C(=O)O)CS1 | 6
CS[C@@]12C(=O)C[C@@]3(C)[C@@H](CC[C@@]3(O)C(=O)CO)[C@H]1CCC1=CC(=O)CC[C@]12C | 51*
O=C(Nc1ccc(S(=O)(=O)NCc2cccnc2)cc1)c1cnccn1 | 12
Cn1c(=O)sc2cc(S(=O)(=O)NC3(c4ccccc4F)CC3)ccc21 | 13
COc1cc(OC)c2c3c(c(C4CCCCC4)nc2c1)CCC3 | 12
O=C(O)c1cc(-c2ccccc2)nc2ccc(F)cc12 | 10
CCn1nc(C)c(CCC(=O)N[C@H](C)Cn2nnc3ccccc32)c1C | 6
Cc1nn(CCC(N)=O)c(=O)c2cc3sccc3n12 | 5
Cn1c(=O)[nH]c(=O)c2[nH]c(N(CCO)CCO)nc21 | 10
O=C1CN=C(Nc2ccc(F)cc2)N1C1CCCC1 | 17
Cn1c(=O)[nH]c(=O)c2c1nc(Br)n2CC(O)CO (stereo unspecified) | 7
COc1ccc(CN(Cc2cc3cc(OC)ccc3[nH]c2=O)Cc2nnnn2C2CCCCC2)cc1 | 15
O=C(C1CCN(S(=O)(=O)c2cc(Cl)ccc2Cl)CC1)N1CCCCC1 | 11
